KKLEB tox – CF airway cell cytotoxicity counter-screen; activity change (cytotoxicity), % at 5 µM; AID 602141; 360,000 tested, 0.36% active; KKLEB CF airway cells viability, ATPlite luminescence, overnight; hits give low values; cells stimulated with P. aeruginosa culture filtrate;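 active means corrected activity change at or below -50% at 5 µM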
C8 TRAIL sens – caspase-8 TRAIL sensitization; 360,000 tested, 1% active; inhibition (viability loss, TRAIL sensitization), % at 10 µM; NB7+C8 cells + TRAIL, ATPlite viability luminescence; AID 624354;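 active means compounds causing at least 50% loss of cell viability in the single-dose screen, relative to plate controls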
NR2E3 ag-1 – agonists of human nuclear receptor NR2E3; Q9Y5X4; GST-NR2E3/biotin-RetCOR TR-FRET, 1536-well; inhibition of corepressor binding, % at 4.78 µM; 320,000 tested, 0.12% active; AID 2300;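 active means percent inhibition above the cutoff of mean plus 3 SD of all tested compounds, set per screening campaign, cut at about 20% in these data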;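 further: 0% = DMSO wells and 100% = biotin wells as full block of FRET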
Target sequence (Q9Y5X4 whole entry, looked up): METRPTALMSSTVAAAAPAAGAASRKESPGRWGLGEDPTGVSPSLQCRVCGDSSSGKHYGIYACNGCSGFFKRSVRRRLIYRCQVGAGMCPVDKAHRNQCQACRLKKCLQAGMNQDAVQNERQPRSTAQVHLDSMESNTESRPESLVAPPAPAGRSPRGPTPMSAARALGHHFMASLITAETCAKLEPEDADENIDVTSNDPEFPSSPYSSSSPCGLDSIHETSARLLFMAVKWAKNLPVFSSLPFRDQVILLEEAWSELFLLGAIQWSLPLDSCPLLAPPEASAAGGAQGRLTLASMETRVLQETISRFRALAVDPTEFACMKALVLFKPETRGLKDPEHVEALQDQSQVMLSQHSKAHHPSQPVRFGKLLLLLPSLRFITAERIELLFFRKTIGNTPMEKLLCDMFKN
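System: GST-tagged NR2E3 plus biotinylated RetCOR corepressor; Buffer or medium: pH 7.5 Tris-based buffer; Probe or stimulus: RetCOR corepressor, biotinylated, 7 nM; Doses: compound at 4.8 µM, single dose; Schedule: 5 h incubation at 4 °C; Technique: time-resolved FRET; Evaluation: percent inhibition of TR-FRET ratio; Replication: one well per compound, singlicate testing.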
MITF TRPM1 inh – reduces MITF-dependent TRPM1 promoter luciferase signal. AID 488899. 330,000 tested, 0.83% active. inhibition, % at 12.5 µM. SK-MEL-5 TRPM1 promoter luciferase, 24 h;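 active means mean inhibition across replicates of 60% or more, whatever share of single replicates reaches that level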; further: values of inactives mirror those of a sister screen read the other way
EBV LMP1 NFkB – reduces LMP1-driven NF-kappaB luciferase signal | 350,000 tested, 0.69% active | AID 504558 | LMP1-induced NF-kappaB luciferase reporter cells, luminescence | inhibition, % at 12.5 µM; in the data active means inhibition above about 41%;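 further: 0% = neutral control wells and 100% = reference inhibitor control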
Peg3 prom inh – Peg3 promoter activity inhibition. HeLa PEG-Prom luciferase reporter, luminescence, overnight. inhibition, % at 20 µM. 360,000 tested, 1.7% active;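 active means inhibition of at least 50% at 20 µM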
HIF-2a inh – HIF-2a inhibition; 786-0 RCC cells HIF-2a reporter, luciferase luminescence, overnight; 360,000 tested, 0.72% active; AID 624352; inhibition, % at 18.8 µM;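 active means inhibition of the luminescence signal of 40% or more relative to plate controls, in a single-dose primary screen at 18.75 µM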
NR2E3 ag-2 – agonists of human NR2E3 nuclear receptor; Q9Y5X4; CHO-S Gal4-NCOR/VP16-NR2E3 two-hybrid, luciferase; inhibition of corepressor binding, % at 3.98 µM; 360,000 tested, 0.35% active; AID 602229;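 active means inhibition above the mean of all tested compounds plus 3 SD, cut at about 70% in these data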;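 further: 0% = DMSO with NR2E3 transfected cells and 100% = cells lacking NR2E3 construct; higher means lower luciferase signal from less NR2E3 corepressor binding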
Shn3 inh set2 – inhibitors of Schnurri-3 3'UTR reporter in osteoblasts | Clone20 osteoblast Shn3 3'UTR firefly luciferase, 24 h | 360,000 tested, 0.52% active | inhibition, % at 12.5 µM;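 active means mean inhibition of at least 75% with every replicate also reaching 75%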;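 further: 0% = median of neutral control wells and 100% = pilot-screen positive control compound; some compounds past the cut are filed as inactive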
CF NFkB inh – cystic fibrosis NF-kB activation inhibition; inhibition, % at 5 µM; KKLEB NF-kB-GFP reporter, PAF-induced, GFP fluorescence overnight; 360,000 tested, 0.86% active;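 active means at least 50% inhibition at 5 µM, scaled per plate between neutral and stimulator controls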;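 further: PAF is a Pseudomonas aeruginosa culture filtrate used as stimulus; plate controls were PAF-stimulated DMSO wells for no effect and unstimulated DMSO wells for full effect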
iPSC survival up – increases survival of single human iPS cells. 360,000 tested, 0.044% active. hiPSC single-cell survival, ATPlite luminescence; 100% = ROCK inhibitor wells, 0% = DMSO. survival enhancement, % at 20 µM; in the data active means survival enhancement above about 18%;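 further: cells exposed to compounds for 16 hours before the ATP read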
* marks the source's active call; other numbers are inactive results; . = no result given. A portion of the library. The share of hits here may be higher or lower than overall.

SMILES	KKLEB tox	C8 TRAIL sens	NR2E3 ag-1	MITF TRPM1 inh	EBV LMP1 NFkB	Peg3 prom inh	HIF-2a inh	NR2E3 ag-2	Shn3 inh set2	CF NFkB inh	iPSC survival up
COc1ccccc1NC(=O)c1ccc([N+](=O)[O-])cc1[N+](=O)[O-]	10	-4	1	15	-9	5	3	8	5	-13	-2.9
CCOC(=O)C1CCN(Cc2cc(=O)oc3c(C)c(C)ccc23)CC1	-4	-22	3	2	1	20	57*	-19	18	10	1.1
COc1ccc(COC(=O)C2CCN(S(=O)(=O)c3ccc(OC)c(OC)c3)CC2)cc1	5	4	2	-3	9	4	1	6	10	-2	2.0
CCOc1ccccc1C1CC(c2ccccc2)Nc2nc(N)nn21 (stereo not given)	-10	7	-3	8	3	26	15	-14	3	10	2.0
O=C(CSc1nnc2scc(-c3ccccc3)n12)N1CCCc2ccccc21	6	-1	4	13	4	2	-7	-27	10	-22	1.7
COc1ccccc1N1C(=O)C2C3C=CC(CC3)C2C1=O (stereo not given)	0	12	0	-4	-3	0	11	-17	15	20	0.8
Cc1ccc(C)c(N(CC(=O)N2CCc3ccccc3C2)S(C)(=O)=O)c1	1	-2	-2	5	-3	15	9	-30	-1	9	0.7
COC(=O)COc1coc(CN2CCN(c3cccc(Cl)c3)CC2)cc1=O	0	-10	1	2	-5	-3	9	-2	-1	2	-0.5
O=c1[nH]cnc2sc3c(c12)CN(Cc1ccccc1)CC3	18	14	4	-7	6	8	16	-63	19	14	0.0
CCCCNC(=S)NNC(=O)c1csc2c1CCC(C)C2 (stereo not given)	13	-7	-1	0	-2	-29	-95	-27	-4	15	-2.7
Cc1cnc(C(=O)Nc2ccccc2-n2cccc2)cn1	1	-4	1	8	-17	-2	8	-1	3	1	-2.8
COc1ccc(-c2nc3ccccc3c(=O)n2CCOc2cc(C)ccc2C)cc1	-4	-2	1	-20	0	-61	1	20	-103	3	0.0

Shown with each value named: three of the compounds above
> O=C(CSc1nnc2scc(-c3ccccc3)n12)N1CCCc2ccccc21
  KKLEB tox: 6	C8 TRAIL sens: -1	NR2E3 ag-1: 4	MITF TRPM1 inh: 13	EBV LMP1 NFkB: 4	Peg3 prom inh: 2	HIF-2a inh: -7	NR2E3 ag-2: -27	Shn3 inh set2: 10	CF NFkB inh: -22	iPSC survival up: 1.7

> COc1ccccc1N1C(=O)C2C3C=CC(CC3)C2C1=O (stereo not given)
  KKLEB tox: 0	C8 TRAIL sens: 12	NR2E3 ag-1: 0	MITF TRPM1 inh: -4	EBV LMP1 NFkB: -3	Peg3 prom inh: 0	HIF-2a inh: 11	NR2E3 ag-2: -17	Shn3 inh set2: 15	CF NFkB inh: 20	iPSC survival up: 0.8

> Cc1ccc(C)c(N(CC(=O)N2CCc3ccccc3C2)S(C)(=O)=O)c1
  KKLEB tox: 1	C8 TRAIL sens: -2	NR2E3 ag-1: -2	MITF TRPM1 inh: 5	EBV LMP1 NFkB: -3	Peg3 prom inh: 15	HIF-2a inh: 9	NR2E3 ag-2: -30	Shn3 inh set2: -1	CF NFkB inh: 9	iPSC survival up: 0.7

The list goes on:
SMILES	KKLEB tox	C8 TRAIL sens	NR2E3 ag-1	MITF TRPM1 inh	EBV LMP1 NFkB	Peg3 prom inh	HIF-2a inh	NR2E3 ag-2	Shn3 inh set2	CF NFkB inh	iPSC survival up
Cc1occc1-c1nnc(SCC(=O)c2ccc3c(c2)OCCO3)n1CC1CCCO1 (stereo not given)	0	10	3	-3	0	-18	-17	-4	1	2	0.2
CC(=O)c1ccc(NC(=O)CN2CCN(CC(=O)Nc3ccc(C(C)=O)cc3)CC2)cc1	5	5	.	7	6	14	-1	1	-1	-18	-0.6
CCCCNC(=O)COC(=O)CCC(=O)c1cccs1	-3	-8	0	-12	-5	-13	10	-6	4	-13	-1.1
Cc1ccc(C)c(NC(=O)C[n+]2ccccc2)c1	2	-6	0	3	21	3	15	4	0	-2	0.0
Cc1ccccc1-n1nnnc1SCc1csc(-c2ccccc2)n1	-3	-6	1	-2	1	10	-34	-11	1	8	-0.3
Cc1sc2nc(CSCC(=O)Nc3c(F)cccc3F)[nH]c(=O)c2c1C	-3	-21	0	-10	5	6	8	2	-1	-17	1.8
CCOC(=O)Cn1c(=O)oc2cc(S(=O)(=O)N3CCN(C(=O)OCC)CC3)ccc21	1	-10	4	-1	2	7	7	-3	17	9	-0.5
COc1ccccc1OCCNc1nc2c(c(=O)n(C)c(=O)n2C)n1C	-3	-13	0	-2	5	9	3	-8	8	8	0.3
NC(=O)C1C(=O)c2ccccc2C1(C[N+](=O)[O-])c1ccccc1 (stereo not given)	30	-18	.	17	7	9	9	-52	0	-17	5.8
CCc1cccc(CC)c1NC(=O)C(CC)Sc1nc2ccncc2[nH]1 (stereo not given)	4	-10	2	.	-7	12	15	4	-9	4	2.8
Clc1cccc(NCc2nnc3n2CCCCC3)c1	6	1	-5	-8	-6	-9	0	-36	.	2	0.7
CSCCC(NS(=O)(=O)c1c(Cl)cccc1Cl)C(=O)O (stereo not given)	6	-5	1	-4	-4	10	8	-1	18	19	-0.3
O=C(Nc1cccc(S(=O)(=O)N2CCOCC2)c1)C1CC(=O)N(c2ccc3c(c2)OCCO3)C1 (stereo not given)	15	-19	4	10	3	3	10	10	-3	-26	-0.1
COCCn1c(N)c(N(Cc2ccccc2)C(=O)C2CCCC2)c(=O)[nH]c1=O	6	-3	6	-14	-1	4	11	10	-37	9	-0.5
Cc1c(C(=O)NCc2cccnc2)oc2ccc(S(=O)(=O)N3CCCCC3)cc12	14	32	1	23	3	38	29	43	69	9	-2.3
COC(=O)c1cn(C)c2ccc(S(=O)(=O)N3CCOCC3)cc2c1=O	19	1	0	-4	-8	12	12	5	1	4	4.2
Cn1ccc2c(N3CCCCCC3)cc3c(c21)C1CCC3O1 (stereo not given)	-17	-4	.	.	.	-27	8	-1	3	31	0.1
COc1ccc(S(N)(=O)=O)cc1C(=O)OCCCOc1ccc(F)cc1	-8	-15	-1	11	1	7	12	-6	-4	12	0.1
CCOc1cc(S(=O)(=O)NCc2ccc(OC)cc2)c(OCC)cc1-n1cnnn1	-2	9	4	-1	16	32	-14	-44	-18	6	-1.1
OCCCNc1ncnc2c1cnn2-c1ccc(Cl)cc1	-11	30	-1	-32	-1	-88	-127	-57	-17	-3	-0.6
Cc1cccc(Cn2c(N3CCCCC3C)nc3c2c(=O)[nH]c(=O)n3C)c1 (stereo not given)	-12	7	3	-17	0	4	14	-11	3	31	2.9
Cc1ccc(NC(=O)Nc2cc(S(=O)(=O)N(C)C)ccc2C)cc1	2	3	1	-5	-7	-93	-147	-46	-6	-5	0.6
Cc1cnc(C(=O)OCc2csc(CC(=O)Nc3ccccc3C)n2)cn1	-5	7	9	9	-6	-2	2	7	-1	-13	0.3
CC1CCCN(C(=O)c2sc3cc([N+](=O)[O-])ccc3c2Cl)C1 (stereo not given)	0	1	1	-33	-14	-90	-135	-36	-7	-3	2.2
COc1ccc(CCNC(=S)NC(=O)c2cccc([N+](=O)[O-])c2)cc1OC	2	22	2	0	-16	12	15	-29	-3	-2	-0.2
CC(=O)N1CCN(CC(=O)Nc2ccc(Cl)c(S(=O)(=O)N(C)C)c2)CC1	0	10	3	4	-1	17	12	9	4	16	0.6
COc1ccccc1N1CCN(C(=O)c2ccc([N+](=O)[O-])s2)CC1	8	4	3	22	-9	-32	18	-10	-39	9	-0.8
Cc1ccc(OCCCC(=O)Nc2nc3ccccc3[nH]2)cc1	-12	-1	2	-7	-31	-4	-35	5	-88	14	-1.0
CC(C)CNC(=O)C1(C)CCCN1C(=O)c1cccnc1Oc1ccccc1 (stereo not given)	0	-12	.	.	.	-9	3	-2	4	19	-1.7
O=C(CN(C(=O)CCC(=O)Nc1ccccn1)c1ccc2c(c1)OCCO2)NCCc1ccccc1	-8	8	2	2	-6	18	6	-9	15	0	3.0
Cc1onc(-c2ccccc2Cl)c1C(=O)Nc1ccc2c(c1)OCO2	6	-7	1	4	3	-7	-7	-10	-5	-7	-2.7
COc1cccc(N=Cc2c(O)c3ccccc3oc2=O)c1	0	12	3	1	-3	13	15	-34	11	13	-0.1
Cc1cc(NC(=O)Nc2cccc(C)c2C)no1	-11	0	2	18	-3	1	8	-7	-2	3	-1.0
Nc1ccc(-c2nc3ncccc3o2)c(Cl)c1	-7	53*	0	-35	0	-268	-225	-101	-22	-24	-4.5
Cc1ccc2sc(N3CCN(C(=O)C4=COCCO4)CC3)nc2c1C	-6	2	-1	-13	7	-30	-90	59	7	-2	-0.4
O=C(NC(=S)Nc1cccc([N+](=O)[O-])c1)C1CCCC1	-10	8	2	0	6	-68	-119	-17	4	-12	-0.5
O=C(Cc1c[nH]c2ccccc12)NC1(C(=O)NC2CCCCC2)CCCCC1	-6	-8	-1	-12	7	21	14	-2	17	26	2.1
COCCNC(=O)c1cc2c(-c3ccc(Cl)cc3)nn(C)c2s1	5	-9	1	24	-28	28	29	-9	15	-88	-1.4
O=C(Oc1ccccc1N1C(=O)C2CCCCC2C1=O)c1ccc(Cl)cc1 (stereo not given)	-1	-8	2	0	-4	-17	-47	-8	-15	-6	0.4
Cc1c(Cl)cccc1NC(=O)CCN1CCOCC1	1	6	3	-2	5	6	18	4	7	-3	-0.3
NCC(c1ccco1)c1c[nH]c2ccccc12 (stereo not given)	11	7	.	29	1	16	15	-9	-26	7	-0.5
COc1cc(C(C)=O)ccc1OCC(=O)NCC(c1ccc(F)cc1)N1CCOCC1 (stereo not given)	-10	4	.	3	4	3	-7	-48	13	-9	4.5
O=C(Nc1ccc(OCCO)cc1)c1csc([C@@H]2C[C@H](O)[C@@H](CO)O2)n1	-5	-6	.	.	.	-9	-7	-2	-23	11	1.0
COc1ccc(NS(=O)(=O)c2ccc(NC(=S)NC(=O)c3cccnc3)cc2)nn1	10	-12	0	1	-3	18	15	-5	18	0	-0.9
CN(CC(=O)Nc1ccccc1C(=O)NC1CC1)Cc1ccc(N(C)C)cc1	19	17	-2	3	-4	5	-3	-23	18	12	-0.1
CS(=O)(=O)c1ccc2nc(NC(=O)c3ccc(NS(=O)(=O)c4ccc(F)c(F)c4)cc3)sc2c1	5	8	1	-4	-1	-13	-23	-4	7	16	-0.8
Cc1cc(C)c(-c2csc(NC(=O)C3=COCCO3)n2)c(C)c1	-2	42	1	8	12	21	2	13	49	20	-0.5
Nc1nonc1-n1nnc(C(=O)N/N=C/c2cccnc2)c1CSc1ccccc1	1	-2	8	13	-2	6	15	-15	-5	4	-0.1
Cc1oc(-c2ccccc2Cl)nc1CN(Cc1ccccn1)C[C@@H]1CCC(=O)N1	12	-6	0	8	-27	8	15	1	17	0	-2.3
CCOC(=O)c1c(CN2CCOCC2)oc2ccc(OC(C)=O)cc12	2	3	2	8	-8	8	-56	1	-10	-11	-0.3
CC(C)(C)c1cc(CCC(=O)NCc2cccnc2)cc(C(C)(C)C)c1O	15	-10	.	-12	0	5	9	-36	-5	13	-0.2

Source: PubChem (several laboratories)
